# Tau fibril ThT – inhibitors of human tau fibril formation, thioflavin T binding | 270,000 tested, 2.1% active | Potency, µM (titrated, usually from 57.4 µM), inactives show top-dose activity, negative = inhibition, usual class: inhibitors | P10636 | recombinant tau K18 P301L, heparin-induced fibrillization, ThT fluorescence | AID 1460; also: nearly all actives have a fitted effect of over 55% in size
# Target sequence (P10636 561-689 P618L limits assumed): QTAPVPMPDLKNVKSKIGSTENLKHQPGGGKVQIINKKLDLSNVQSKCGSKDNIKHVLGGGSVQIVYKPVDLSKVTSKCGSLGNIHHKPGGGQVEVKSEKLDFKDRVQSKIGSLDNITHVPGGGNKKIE
#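 Using a mix of unlabeled (15 uM) and Alexa 594-labeled (0.24 uM) tau K18 P301L, heparin-triggered fibrillization over 6 hr at 37 C was scored by ThT fluorescence.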
# Tau fibril FP – tau fibrillization inhibition (FP). K18 P301L tau heparin fibrillization, Alexa594 FP, 6 h. AID 1468. P10636. Potency, µM (top dose mostly 57.7 µM), without a hit: at the highest dose activity, negative = inhibition, usual class: inhibitors. 280,000 tested, 0.39% active; also: nearly all actives have a fitted effect of over 55% in size
#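 FP of Alexa 594-tau after heparin (20 uM) induction. Substrate: human K18 P301L, 15 uM unlabeled, 0.24 uM labeled. Buffer 100 mM sodium acetate pH 7. 6 hr, 37 C.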
# Tau fluor counter – counter-screen for tau fibril formation inhibitors. tau K18 P301L Alexa594 fluorescence, heparin fibrillization. Potency, µM (titrated, usually from 57.7 µM), for inactives: at the highest dose activity change, negative = decrease. 280,000 tested, 0.93% active; also: nearly all actives have a fitted effect of over 55% in size
#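 Human tau K18 P301L (15 uM unlabeled, 0.24 uM Alexa 594-labeled) in 100 mM sodium acetate pH 7 with 20 uM heparin, 6 hr at 37 C. ThT 30 uM added, 1 hr ambient; Alexa 594 FP and total fluorescence read at 555/632 nm.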
# * hit, by the source's call; ? = inconclusive. Calls follow the shape of the dose curve; as a rule, active = well fitted curve in the direction sought with a large enough effect; inconclusive = small, poorly fitted or top-dose-only effect, or another doubt; inactive = no such curve, though single readings can be large; an effect the other way counts as inactive or inconclusive. % is scaled to controls: 0 for no effect and ±100 for the full control effect; potency is read from the fitted curve at half-maximal effect. Only part of the results is shown, so the mix of outcomes need not match the whole.
no. | Structure | Tau fluor counter | Tau fibril ThT | Tau fibril FP
1 | Cc1ccc(NC(=O)CN2C(=O)COc3ccc(S(=O)(=O)NC4CCCC4)cc32)cc1Cl | ? | 13% | ?
2 | Cc1ccc(-n2ncc3c(NCCCc4ccccc4)ncnc32)cc1 | -12% | -4% | -12%
3 | Cc1ccc(-c2noc(-c3cc(-c4ccc(F)cc4)n[nH]3)n2)cc1 | -15% | 0% | -14%
4 | CC(C)C(=O)Nc1ccccc1C(=O)OCc1cc(=O)n2nc(C3CC3)sc2n1 | 0% | -12% | 2%
5 | CCN(c1ncnc2c1cnn2-c1cc(Cl)ccc1C)C1CCCCC1 | 0% | -4% | 2%
6 | CCC(C)NC(=O)CSc1nc2n[nH]c(C)c2c(=N)n1-c1cc(Cl)ccc1C (stereo not drawn) | -5% | -4% | 3%
7 | Cc1cccc(NC(=O)c2cnc3sc(N4CCCC4)nn3c2=O)c1C | -1% | -13% | -5%
8 | CN1CCSc2ccc(C(=O)NCc3ccccc3F)cc21 | ? | ? | 3%
9 | COc1ccc(OC)c(NC(=O)Cn2c(=O)c3cccn3c3ccccc32)c1 | ? | ? | 3.2µM*
10 | COC(=O)c1ccccc1NC(=O)CCn1c(=O)c2cccn2c2cccnc21 | 13% | 11% | 10%
11 | CSc1ncc(C(=O)NCc2ccc(C)cc2)c(-c2ccccc2)n1 | -9% | -1% | -11%
12 | COc1ccc(-c2nc3sc(CCNC(=O)C(=O)Nc4ccc(C)c(F)c4)c(C)n3n2)cc1 | -6% | ? | -5%
13 | O=C(NCc1ccc(Cl)cc1)C(=O)NCC(c1ccc2c(c1)OCO2)N1CCOCC1 (stereo not drawn) | -14% | -7% | ?
14 | Cc1cc(C)c(NC(=O)Cn2c(SCC(=O)NCc3ccccc3)nc3ccccc32)c(C)c1 | 10% | 1% | 2%
15 | CCCCN(CC)CCNC(=O)C1CCCN(c2ncnc3onc(C)c23)C1 (stereo not drawn) | -8% | -5% | -6%
16 | Cc1cc(NC(=O)c2cccn2-c2nnc(N3CCCCC3)s2)ccc1Br | -28% | -6% | -10%
17 | O=C(NCc1ccccc1F)c1cccc(NC(=O)N2CCSc3ncccc32)c1 | -8% | 2% | -3%
18 | Cc1cccc(N(C)S(=O)(=O)c2nnc(NC(=O)c3cccs3)s2)c1 | -20% | ? | 9%
19 | Cc1ccc(N2CC(c3nnc(NC(=O)c4ccco4)s3)CC2=O)cc1Cl (stereo not drawn) | -1% | 4% | 8%
20 | Cc1cccc(C(=O)N2CCc3cc(CNC(=O)c4ccco4)ccc32)c1 | -4% | -1% | -8%
21 | CC(C)(C)CC(=O)NCC(c1ccc2c(c1)OCO2)N1CCN(c2ccccc2)CC1 (stereo not drawn) | -16% | -12% | -2%
22 | Cc1c(NC(=O)c2cc(-c3cccc(Cl)c3)on2)c(=O)n(-c2ccccc2)n1C | -20% | -10% | -13%
23 | CC(C)OCCCNC(=O)c1ccc(CSc2nc3cccnc3n2Cc2ccccc2)cc1 | -2% | -10% | 9%
24 | Cc1ccccc1CNCCCSc1nnnn1-c1ccccc1 | -10% | -4% | -1%
25 | O=C(Cn1ccn(-c2cccc(Cl)c2)c(=O)c1=O)NCCc1ccccc1 | 3% | -6% | ?
26 | CCOC(=O)c1sc(NC(=O)c2nc3ncccn3n2)c(C(=O)OC(C)C)c1C | -5% | 2% | 5%
27 | CC(=O)N1CCN(C(=O)C(=O)Nc2c3c(nn2-c2ccc(Cl)cc2)CSC3)CC1 | 1% | -11% | -2%
28 | CCc1cccc(C)c1NC(=O)c1cc(S(=O)(=O)N2CCCCCC2)cn1C | -6% | 0% | -6%
29 | COc1ccc(OC)c(NS(=O)(=O)c2cc3c(cc2Cl)N(C(C)=O)CCO3)c1 | -7% | 0% | -11%
30 | Cc1cc(OCC(=O)NCC2(N3CCOCC3)CCCCC2)ccc1Cl | -9% | -7% | -4%
31 | COc1ccc(-c2cc(C)no2)cc1S(=O)(=O)NC1CCC(C)CC1 (stereo not drawn) | ? | -12% | -5%
32 | CCC(Oc1ccccc1)C(=O)Nc1ccc2oc(-c3ccc(OC)cc3)nc2c1 (stereo not drawn) | -17% | ? | -11%
33 | Cc1ccc(NS(=O)(=O)c2ccc3c(c2)CCCN3C(=O)C2CCC2)cc1Cl | -24% | 7% | ?
34 | CCOC(=O)c1cccc(NC(=O)CCn2nc(C)c(S(=O)(=O)N3CCCCC3)c2C)c1 | -13% | 7% | 2%
35 | O=C(CN1CCSc2ccccc21)N1CCN(c2ccccc2)CC1 | ? | ? | 10%
36 | Cc1ccc(C(=O)Nc2cccc(C(=O)OCc3cc(=O)n4c5c(sc4n3)CCCC5)c2)cc1 | -15% | ? | 6%
37 | COc1ccc(-c2cc(C)no2)cc1S(=O)(=O)N1CCN(c2cccc(C)c2)C(C)C1 (stereo not drawn) | ? | -16% | 6%
38 | Cc1ccc(CSc2nc(=O)c3c(C)cc(C)nc3n2C2CC2)cc1 | 0% | ? | 2%
39 | O=C(NCCS(=O)(=O)N1CCN(c2ccccc2F)CC1)C1CC(=O)N(c2ccccc2)C1 (stereo not drawn) | -5% | 2% | -8%
40 | COc1ccc(C2=C(C)C(N3CCN(c4ccc(OC)cc4)CC3)=NS2(=O)=O)cc1 | -13% | -5% | ?
41 | CCOC(=O)c1cc(-c2ccccc2)n(CCCC(=O)Nc2ccc(C)c(C)c2)c1C | -21% | -9% | 3%
42 | Cc1nnsc1C(=O)Oc1ccc(C(C)C)cc1 | -19% | ? | 0%
43 | CCOC(=O)c1[nH]c(C)c(CCC(=O)N2CCN(c3ccc(Cl)cc3)CC2)c1C | -9% | -3% | -3%
44 | Cc1cc(=O)n(CC(=O)NCCC(C)C)c2c1c(C)nn2C | 5% | 0% | 4%
45 | O=C(c1nc(-c2ccc(Cl)cc2)n2c1CCCCC2)N1CCN(c2ccc(F)cc2)CC1 | -3% | -11% | 1%
46 | Cc1cccc(CS(=O)(=O)Cc2ccc(C(=O)NCCc3ccccc3)o2)c1 | -11% | -4% | -4%
47 | Cc1cc(C)cc(OCCSc2nc(-c3cccs3)nc3cc(=O)[nH]n23)c1 | -3% | -17% | -5%
48 | Cc1ccc(NC(=O)CN2C(=O)C(C)(C)c3ccccc32)cc1 | -5% | -4% | 5%
49 | O=C(CCCc1ccccc1)NC1CC(=O)N(c2cccc(F)c2)C1 (stereo not drawn) | -9% | -1% | -9%
50 | COc1ccccc1CNC(=O)C1CCN(c2nc3ccc(C)cc3[nH]2)CC1 | -10% | -10% | -6%
51 | COc1cccc(-n2c(SCC(=O)Nc3cccc(C)c3)nc3c([nH]c4ccccc43)c2=O)c1 | -25% | 2% | -18%
52 | COc1ccccc1NC(=O)CCn1cnc2ccccc2c1=O | -4% | 1% | -15%
53 | O=C(CSc1nc(=O)[nH]c2c1CCC2)NCc1ccc(Cl)cc1 | -10% | -7% | -10%
54 | CCC(=O)N1c2ccccc2CC1C(=O)NCc1ccc(CC)cc1 (stereo not drawn) | -8% | -1% | 1%
55 | Cc1ccc(-n2ncc3c(NC4CCCCC4)ncnc32)cc1C | -6% | -1% | -6%
56 | O=C(CCCn1c(=O)[nH]c2ccccc2c1=O)NCc1ccccc1Cl | -13% | -3% | -14%

# An excerpt from above in order of heavy-atom count, highest first:
no. | Structure | Tau fluor counter | Tau fibril ThT | Tau fibril FP
51 | COc1cccc(-n2c(SCC(=O)Nc3cccc(C)c3)nc3c([nH]c4ccccc43)c2=O)c1 | -25% | 2% | -18%
45 | O=C(c1nc(-c2ccc(Cl)cc2)n2c1CCCCC2)N1CCN(c2ccc(F)cc2)CC1 | -3% | -11% | 1%
41 | CCOC(=O)c1cc(-c2ccccc2)n(CCCC(=O)Nc2ccc(C)c(C)c2)c1C | -21% | -9% | 3%
43 | CCOC(=O)c1[nH]c(C)c(CCC(=O)N2CCN(c3ccc(Cl)cc3)CC2)c1C | -9% | -3% | -3%
46 | Cc1cccc(CS(=O)(=O)Cc2ccc(C(=O)NCCc3ccccc3)o2)c1 | -11% | -4% | -4%
47 | Cc1cc(C)cc(OCCSc2nc(-c3cccs3)nc3cc(=O)[nH]n23)c1 | -3% | -17% | -5%
56 | O=C(CCCn1c(=O)[nH]c2ccccc2c1=O)NCc1ccccc1Cl | -13% | -3% | -14%
54 | CCC(=O)N1c2ccccc2CC1C(=O)NCc1ccc(CC)cc1 (stereo not drawn) | -8% | -1% | 1%
52 | COc1ccccc1NC(=O)CCn1cnc2ccccc2c1=O | -4% | 1% | -15%
48 | Cc1ccc(NC(=O)CN2C(=O)C(C)(C)c3ccccc32)cc1 | -5% | -4% | 5%
44 | Cc1cc(=O)n(CC(=O)NCCC(C)C)c2c1c(C)nn2C | 5% | 0% | 4%
42 | Cc1nnsc1C(=O)Oc1ccc(C(C)C)cc1 | -19% | ? | 0%

# (next part)
no. | Structure | Tau fluor counter | Tau fibril ThT | Tau fibril FP
57 | COc1ccc(N2CCN(C(=O)CSc3n[nH]c(-c4ccccc4Cl)n3)CC2)cc1 | -21% | ? | 2%
58 | COc1cc(OC)c(NC(=O)N2CCOc3ccc(C)cc32)cc1Cl | -3% | 4% | -2%
59 | CC(CNC(=O)C1CCN(C(=O)N2CCOc3ccc(Cl)cc32)CC1)c1ccccc1 (stereo not drawn) | 2% | -16% | 12%
60 | Cc1ccc(Cn2cnc3nc4c(cc3c2=O)CCCC4)cc1 | 1% | -4% | 8%
61 | CC(C)CC(C(=O)NCCc1ccccc1)N1Cc2ccccc2C1=O (stereo not drawn) | 4% | 1% | 6%
62 | COc1ccc(-n2ccnc(NCCc3ccc(S(N)(=O)=O)cc3)c2=O)cc1Cl | -10% | -13% | 3%
63 | O=C(NCCc1ccc(Cl)cc1)c1nc(-c2cccc(F)c2)n2c1CCCCC2 | 1% | -4% | 16%
64 | Cc1ccc(C2=Nc3ccccc3N(CC(=O)Nc3ccccc3F)C(=O)C2)cc1C | -21% | -1% | -13%

# A different layout for some results above.
# The line under a structure holds: Tau fluor counter | Tau fibril ThT | Tau fibril FP
58. COc1cc(OC)c(NC(=O)N2CCOc3ccc(C)cc32)cc1Cl
 : -3% | 4% | -2%
59. CC(CNC(=O)C1CCN(C(=O)N2CCOc3ccc(Cl)cc32)CC1)c1ccccc1 (stereo not drawn)
 : 2% | -16% | 12%

# The listing continues:
no. | Structure | Tau fluor counter | Tau fibril ThT | Tau fibril FP
65 | O=S(=O)(c1ccc(Cl)cc1)c1nnn2c1nc(NC1CCCCC1)c1sccc12 | -16% | 13% | ?
66 | CC(=O)c1ccc(S(=O)(=O)N2CCn3cccc3C2c2ccc(C)cc2)cc1 (stereo not drawn) | -29% | -11% | -12%
67 | CC(C)CCNC(=O)CN1C(=O)CCn2nc(-c3cn(C)c4ccccc34)cc21 | -22% | -7% | 8%
68 | Cc1ccc(NC(=O)C(=O)NCC(c2ccc3c(c2)OCO3)N2CCN(C)CC2)cc1C (stereo not drawn) | 0% | 0% | 2%
69 | Cn1c(=O)n(CCCc2ccccc2)c(=O)c2c1nc1n2CCN1c1ccccc1 | -4% | -9% | 1%
70 | Cc1ccc(N(Cc2cccs2)C(=O)Nc2cccc(Cl)c2)cc1 | -6% | 2% | -3%
71 | COc1ccc(-c2ccc(NS(=O)(=O)c3cc(C)c(C)cc3C)cc2)nn1 | ? | -13% | ?
72 | O=C(NCC(c1cccnc1)N1CCc2ccccc2C1)C(=O)Nc1ccc(Cl)cc1 (stereo not drawn) | -24% | ? | -13%
73 | Cc1ccc2scc(N3CCCCC3C)c(=O)c2c1 (stereo not drawn) | -15% | ? | 6%
74 | Cc1cc(NC(=O)n2ncc3c(C)cccc32)ccc1Br | 4% | 12% | 3%
75 | O=C(NCc1ccccc1Cl)c1ccc(Cn2c(=O)c3cccn3c3cccnc32)cc1 | -12% | 1% | ?
76 | CC(C)NC(=O)Cn1nc(N2CCN(c3ccccc3)CC2)ccc1=O | -9% | -8% | 3%
77 | COc1ccc(Cl)cc1NC(=O)Nc1c[nH]c(=O)[nH]c1=O | -10% | -3% | -12%
78 | CN(c1ccccc1)c1ncnc2c1cnn2C | -2% | -2% | -7%
79 | Cc1ccc2nc(N(Cc3cccnc3)C(=O)CCc3ccccc3)sc2c1 | -22% | ? | 5%
80 | O=C(Nc1nc2c(F)cccc2s1)c1ccc(S(=O)(=O)N2CCOCC2)cc1 | -11% | -5% | ?
81 | CC(C)c1nc2n(n1)C1(CCCCC1)[C@@H]1CCCC[C@@H]1N2 | 7% | 15% | 4%
82 | O=S(=O)(c1ccc(Cl)cc1)c1nnn2c1nc(NC1CCCC1)c1sccc12 | -8% | 17% | ?
83 | CCn1c(CN2CCCCC2)nc2cc(NC(=O)COc3ccc([N+](=O)[O-])cc3)ccc21 | -4% | -12% | 8%
84 | CC1Cn2c(C(=O)NCc3cccc(Br)c3)cc3cccc(c32)S1 (stereo not drawn) | ? | -5% | ?
85 | Cc1cccc(S(=O)(=O)c2cn(Cc3ccccc3)c3cc(N4CCCC(C)C4)c(F)cc3c2=O)c1 (stereo not drawn) | -1% | -7% | -8%
86 | COc1cc(C(CC(=O)Nc2cc(C)ccn2)N2Cc3ccccc3C2=O)cc(OC)c1OC (stereo not drawn) | -5% | 0% | -4%
